Screening results from PubChem.
JMJD2E inh = qHTS Assay for Inhibitors of Human Jumonji Domain Containing 2E (JMJD2E); Potency, µM (top dose mostly 57.1 µM), without a hit: at the top dose activity change, negative = inhibition, hits mostly inhibitors; actives 1.6% (n = 230,000); AID 2147, 2009; JMJD2E catalytic domain, FDH-coupled NADH fluorescence (FDH is formaldehyde dehydrogenase); Lysine-specific demethylase 4E (Homo sapiens), B2RXH2; active = well fitted inhibition curve with a large enough effect, not every such curve was filed as active; inconclusive = small, poorly fitted or top-dose-only effect, or another doubt; inactive = no such curve, though single readings can be large or run the other way;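 note: 0% = wells with enzyme and -100% = buffer wells without enzyme; nearly all actives have a fitted effect of over 50% in size; many of its hits are not listed in these tables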
Target sequence (B2RXH2 1-337 limits assumed): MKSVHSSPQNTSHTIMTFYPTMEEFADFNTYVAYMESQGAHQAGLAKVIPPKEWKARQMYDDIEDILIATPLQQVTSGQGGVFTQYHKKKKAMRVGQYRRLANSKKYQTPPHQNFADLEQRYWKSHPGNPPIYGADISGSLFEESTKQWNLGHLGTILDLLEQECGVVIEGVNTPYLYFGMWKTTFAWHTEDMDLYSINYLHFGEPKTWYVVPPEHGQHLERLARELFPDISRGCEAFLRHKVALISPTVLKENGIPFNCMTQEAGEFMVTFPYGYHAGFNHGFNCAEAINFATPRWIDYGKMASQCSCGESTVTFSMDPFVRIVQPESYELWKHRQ
SMN2 splice up = qHTS Assay for Enhancers of SMN2 Splice Variant Expression. HEK293 SMN2-luciferase splicing reporter, luminescence, 30-36 h. Potency, µM (highest dose often 46.1 µM), for inactives: top-dose activity change, positive = activation, hits mostly activators. actives 2.8% (n = 210,000). AID 1458, 2008; note: % of control where 0% means no effect; nearly all actives have a fitted effect of over 55% in size
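HEK293 cells carry an SMN2 […]–luciferase reporter in which exon 7 inclusion puts luciferase in frame. Cells were plated 10-12 h before compound addition, then incubated 30-36 h at 37C. ONE-Glo luminescence was read; sodium butyrate at 4.5 mM final served as control.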
ALDH1A1 block = qHTS Assay for Inhibitors of Aldehyde Dehydrogenase 1 (ALDH1A1); Aldehyde dehydrogenase 1A1 (Homo sapiens), P00352; Purified ALDH1A1, NADH fluorescence, propionaldehyde substrate; Potency, µM (titrated, usually from 75.3 µM), without a hit: at the top dose activity, negative = inhibition, most hits filed as inhibitors; actives 7.3% (n = 220,000); AID 1030, 2008; active = well fitted inhibition curve with a large enough effect, not every such curve was filed as active; inconclusive = small, poorly fitted or top-dose-only effect, or another doubt; inactive = no such curve, though single readings can be large or run the other way;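 note: plate controls were no enzyme wells and a reference inhibitor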
RGS12 GoLoco inh = qHTS Assay for Inhibitors of RGS12 GoLoco Motif Activity (Red Fluorophore). Guanine nucleotide-binding protein G(i) subunit alpha-1 (Homo sapiens), P63096. Gai1:RGS12 GoLoco peptide FP, rhodamine, 10 min. Potency, µM (doses to about 61.6 µM), for the others: at the highest dose activity, negative = inhibition, actives largely listed as inhibitors. actives 0.44% (n = 230,000). AID 880, 2007; active = well fitted inhibition curve with a large enough effect, not every such curve was filed as active; inactive = no such curve, though single readings can be large or run the other way; note: % is set by controls: 0 for no effect and ±100 for the full control effect; nearly all actives have a fitted effect of over 30% in size; many of its hits are not listed in these tables
Target sequence (P63096 whole entry, looked up): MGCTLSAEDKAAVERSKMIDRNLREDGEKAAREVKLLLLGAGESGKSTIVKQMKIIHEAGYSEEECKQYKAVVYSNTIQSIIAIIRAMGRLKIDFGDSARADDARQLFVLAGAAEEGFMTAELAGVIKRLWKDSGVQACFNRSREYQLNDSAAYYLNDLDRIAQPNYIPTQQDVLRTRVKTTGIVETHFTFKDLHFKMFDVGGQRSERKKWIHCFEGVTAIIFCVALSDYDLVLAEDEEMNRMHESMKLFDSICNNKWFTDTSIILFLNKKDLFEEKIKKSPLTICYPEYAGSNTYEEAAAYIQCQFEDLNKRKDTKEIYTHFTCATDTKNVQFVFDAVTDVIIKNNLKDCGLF
GLA spleen mod = qHTS Assay for Inhibitors and Activators of Human alpha-Galactosidase From Spleen Homogenate | human spleen homogenate, 4MU-alpha-Gal fluorescence, 40 min | Alpha-galactosidase A (Homo sapiens), P06280 | actives 0.008% (n = 240,000) | Potency, µM (highest dose often 80 µM), for the others: at the highest dose activity change, negative = inhibition, most hits filed as inhibitors | AID 2107, 2009;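 note: 0% = enzyme with vehicle and -100% = no enzyme basal signal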
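Human spleen homogenate (1 ug) as enzyme source, 4-methylumbelliferyl-alpha-D-galactopyranoside 1 mM final, citrate/phosphate pH 5.0 with 0.01% Tween-20. Compounds 40 min at 37C, NaOH/glycine stop; fluorescence Ex 365/Em 440, Hill-fit AC50.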
GAA inh = qHTS Assay for Inhibitors of Human alpha-Glucosidase as a Potential Chaperone Treatment of Pompe Disease; Potency, µM (highest dose often 76.9 µM), without a hit: at the top dose activity change, negative = inhibition, actives largely listed as inhibitors; purified human GAA, 4-MU-alpha-glucoside fluorescence; Lysosomal alpha-glucosidase (Homo sapiens), P10253; actives 0.005% (n = 200,000); AID 1466, 2008;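 note: plate controls were uninhibited enzyme wells for no effect and no-enzyme background for full effect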
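Compounds are titrated up to 77 uM against 4 nM human enzyme. Substrate 4-methylumbelliferyl-alpha-D-pyranoside (400 uM) reacts 20 min at room temperature in pH 5.0 buffer; liberated 4-methylumbelliferone is read at 440 nm.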
GAA glycogen mod = qHTS Assay for Inhibitors and Activators of Human alpha-Glucosidase Cleavage of Glycogen | recombinant GAA, glycogen substrate, Amplex Red glucose oxidase fluorescence | AID 2100, 2009 | Lysosomal alpha-glucosidase (Homo sapiens), P10253 | actives 0.38% (n = 300,000) | Potency, µM (doses to about 76.4 µM), for inactives: at the highest dose activity change, negative = inhibition, usual class: inhibitors;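 note: 0% = full enzyme reaction and -100% = no-enzyme basal signal; the screen sought inhibitors and activators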
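qHTS, 1536-well; enzyme 4 nM final; cpd up to 77 uM; substrate bovine liver glycogen 30 ug; 50 mM citrate/phosphate pH 5.0, 0.01% Tween-20; 37 C, 40 min; Amplex Red detection 45 min RT; Hill fit → AC50.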
GAA spleen mod = qHTS Assay for Inhibitors and Activators of Human alpha-Glucosidase From Spleen Homogenate | Potency, µM (highest dose often 79.9 µM), inactives show at the highest dose activity change, negative = inhibition, most hits filed as inhibitors | human spleen homogenate, 4-MU-alpha-glucoside fluorescence | Lysosomal alpha-glucosidase (Homo sapiens), P10253 | actives 0.006% (n = 240,000);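 note: 0% = enzyme with vehicle and -100% = no enzyme basal signal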
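Human spleen homogenate (1 ug) with 4-methylumbelliferyl-alpha-D-glucopyranoside (1 mM final) in 50 mM citrate/phosphate pH 5.0, 0.01% Tween-20; 40 min at 37 C. Stopped at pH 10; 4-MU fluorescence Ex 365/Em 440 nm; AC50 by Hill fit.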
The depositor's hits bear a star; ? = inconclusive; · = not tested or not shown; & = joins results of further samples; [ ] = dose if it differs, or a comment. Unless noted, calls come from the whole dose curve; as a rule, active = well fitted curve in the direction sought with a large enough effect; inconclusive = small, poorly fitted or top-dose-only effect, or another doubt; inactive = no such curve, though single readings can be large; an effect the other way counts as inactive or inconclusive. Potency is the fitted concentration of half-maximal effect. Not all compounds are listed; rates above refer to the full screens.

structure,JMJD2E inh,SMN2 splice up,ALDH1A1 block,RGS12 GoLoco inh,GLA spleen mod,GAA inh,GAA glycogen mod,GAA spleen mod
Oc1cccc2ccc[n+](CC(O)Cn3c4ccccc4c4ccccc43)c12 (configuration not stated),-9%,-45%[inhibitor],8%,19%,-9%,-6%,4%,0%
O=C(O)c1ccc(N/N=C/c2cccc3nccnc23)cc1,-17%,·,·,-9%,14%,·,?,-11%
COCCn1c(C)cc(C(=O)COC(=O)c2ccc(N3CCCC3=O)cc2)c1C,7%,2%,-23%,-3%,-2%,-6%,-5%,-6%
COc1ccccc1-c1cc(C(=O)Nc2cc(C)nn2-c2ccccc2)no1,?,1%,-11%,7%,9%,-3%,4%,2%
Cc1cc(=O)oc2cc3c(cc12)OCCO3,?,-15%,?,-3%,15%,?,-3%,9%
Cc1nc(C(=O)Nc2ccc(Cl)cc2)sc1C1(C)CC(c2ccccc2)=NO1 (configuration not stated),?,·,·,12%,3%,·,-5%,-14%
CC12COC3(P(=O)(c4ccccc4)c4ccccc4)CC1CCC23CP(=O)(c1ccccc1)c1ccccc1 (configuration not stated),-2%,-4%,4%,17%,-3%,-7%,4%,-3%
CCn1c(SCC(=O)N2c3ccccc3CCc3ccccc32)nnc1-c1ccc(OC)cc1,2%,-17%,2%,8%,4%,5%,11%,-2%
Cc1nn2c(C)c(C(=O)Nc3ccccc3)cnc2c1-c1ccccc1,5%,·,·,9%,-4%,·,-2%,-6%
CC1Cc2ccccc2N1C(=O)Cn1cnc2ccccc2c1=O (configuration not stated),3%,-1%,7%,-6%,-5%,?,3%,6%
CCOCCCNC(=O)CCC(=O)NNc1nc2ccccc2c2nc(C)nn12,-8%,?,12%,-8%,-1%,6%,-20%,0%
COc1ccc(OC)c(N/C(=N/C(=S)Nc2ccccc2)Nc2nc(C)cc(C)n2)c1,3%,·,?,-2%,-4%,-19%,1%,-2%
Cc1ccc(-c2nnc(SCC(=O)Nc3cccc(C(=O)N4CCOCC4)c3)n2C)cc1,0%,-2%,-5%,-2%,?,3%,4%,3%
CC(CC(=O)N1CCN(c2ccccc2)CC1)c1ccccc1 (configuration not stated),5%,6%,13%,17%,-22%,1%,7%,-2%
Cc1cc(C(F)(F)F)n(-c2nc(C(=O)NNS(=O)(=O)c3ccccc3[N+](=O)[O-])cs2)n1,2%,·,?,5%,-4%,-1%,18%,3%
O=C(OCc1ccc2c(c1)OCO2)c1ccc(S(=O)(=O)N2CCCCC2)cc1,6%,-9%,?,-2%,-5%,-6%,1%,-8%
COc1ccc(NC(=O)Cn2c(=O)n(-c3ccc(OC)cc3OC)c(=O)c3c(C)c(C)sc32)cc1,-3%,-36%[inhibitor],?,15%,6%,-4%,-8%,-4%
CN1CCN(C(=O)C2=C[C@@H](c3ccc(C(F)(F)F)cc3)C[C@@H](OCc3ccc(CO)cc3)O2)CC1,-3%,·,-6%,6%,5%,·,6%,1%
COCCn1c(C)nc2oc3ccc(Br)cc3c(=O)c2c1=O,-1%,0%,7%,52%[activator],-3%,-6%[15.4 µM],6%,-4%
O=C(NC1=NC2CCCCC2N1)c1ccccc1 (configuration not stated),5%,15%,-4%,-4%,-13%,-4%,-1%,-12%
COc1ccc(/C=N/NC(=O)c2ccncc2)cc1CSc1nc2ccccc2s1,-6%,-15%,?,14%,6%,-3%,-1%,-19%
CC(C)CCN1CCN(Cc2ccsc2)CC1CCO (configuration not stated),-1%,·,-1%,5%,3%,-6%,-6%,-3%
Cc1cccc(C)c1OCC(O)Cn1c2ccccc2c2ccccc21 (configuration not stated),-13%,-20%,4%,0%,-7%,?,-16%,-4%
O=C(COC(=O)CCCSc1nc2ccccc2[nH]1)Nc1ccc(Cl)cc1,4%,9%,14%,-7%,-3%,4%,-1%,-2%
COc1ccc(CNc2ncncc2-c2cccc(NS(C)(=O)=O)c2)c(OC)c1,·,·,9%,-2%,-3%,·,·,4%
CC(C)c1ccc(N=C2NN=C(c3cccs3)CS2)cc1,-4%,13µM*,?,16%,-1%,-7%,-8%,-8%
O=C(c1cccc(Oc2ccccc2)c1)N1CCN(c2ccccn2)CC1,3%,-16%,-12%,8%,-5%,0%,-3%,-5%
CC(C)CC(c1nnnn1CC1CCCO1)N1CCN(c2cccc(Cl)c2)CC1 (configuration not stated),2%,-28%,6%,8%,-1%,-6%,-2%,-1%
COc1cccc(CNC(=O)CCC2CCCN(C3CCOCC3)C2)c1 (configuration not stated),12%,·,-15%,5%,-2%,1%,-8%,-2%
CCOc1cc(C(=O)NC(C)CC)cc(OCC)c1OCC (configuration not stated),7%,6%,9%,-3%,7%,-15%,-10%,2%
CS(=O)(=O)N(C(=O)NC(=O)NC12CC3CC(CC(C3)C1)C2)C1CCCCC1,-12%,-1%,6%,10%,-1%,6%,2%,-1%
O=C(C1CCN(S(=O)(=O)N2CCOCC2)CC1)N1CCN(c2ccccc2F)CC1,8%,-29%,?,8%,6%,-4%,0%,6%
CCn1nc(C)cc1C(=O)Sc1cccc(Cl)c1,14%,·,·,0%,-4%,·,1%,-2%
O=C(CCCn1c(=S)[nH]c2cc3c(cc2c1=O)OCO3)N1CCN(c2ccc(F)cc2)CC1,-6%,-22%,4%,7%,-1%,-4%,-6%,-15%
CC(C)(C)NC(=O)CC(c1ccccc1)c1ccccc1O (configuration not stated),-7%,4%,-2%,-6%,-1%,0%,8%,5%
CC12CCC(C(=O)N(CC(O)CN3CCCCC3)C1=O)C2(C)C (configuration not stated),-27%,20%,?,-15%,4%,2%,7%,-1%
Cn1cc(Br)c(-c2cccc(NC(=O)CCC(=O)O)c2)n1,1%,·,1%,9%,4%,3%,11%,-2%
Nc1ccc(C(=O)OCC(=O)NC2CCS(=O)(=O)C2)cc1[N+](=O)[O-] (configuration not stated),5%,·,-1%,6%,2%,-4%,8%,2%
NC(=O)c1sc(-c2ccsc2)cc1NS(=O)(=O)c1ccc(C(F)(F)F)cc1,-1%,·,·,-3%,6%,·,1%,-1%
COC(=O)[C@@H]1C[C@H]2CC[C@H](O)C[C@H]2N1Cc1ccc(Cl)cc1,-5%&-15%,-11%,-2%,10%&16%,-1%&8%,·,-3%,-2%&-3%
CC(=O)N(C)c1nnc(-c2ccccn2)s1,?,20µM*,?,5%,-6%,-4%,5%,-19%
CCN(CC)c1ccc(/C=N/N2CCN(Cc3ccc(C)cc3C)CC2)c(O)c1,3%,-34%[inhibitor],?,-2%,1%,-5%,?,-3%
COc1ccc2ccc(=O)oc2c1CC(O)C(C)(C)O (configuration not stated),?,·,·,-5%,3%,·,-4%,3%
CCn1c(SCC(=O)NCC2CCCO2)nnc1-c1ccc(Cl)cc1 (configuration not stated),5%,8%,7%,8%,-8%,0%,26%,-5%
CC(Cc1ccccc1)C(=O)NCCO (configuration not stated),4%&-5%,5%&10%,1%&-4%,-2%&5%,-6%&0%,1%,5%,1%&-12%
Cc1ccc(S(=O)(=O)N2CCN(C(=O)C3Cc4ccccc4CN3C(=O)c3ccco3)CC2)cc1 (configuration not stated),4%,-9%,8.9µM*,-29%,-17%,?,2%,-25%
COc1cc(/C=C/c2ccc3c(Br)cc(Br)c(O)c3n2)ccc1O,?,·,-2%,38%[activator],-5%,-2%,-21%,-2%
O=C(NCCC1=CCCCC1)c1ccc(F)c(S(=O)(=O)N2CCOCC2)c1,3%,-21%,?,12%,-2%,3%,10%,-1%
CC(=O)c1ccc(OCC(=O)NCc2ccc(F)cc2)cc1,-1%,21%,1%,0%,9%,5%,4%,5%
CCN(CC)c1ncnc2sc(C(=O)N3CCN(c4ccccc4)CC3)c(C)c12,12%,-18%,7%,7%,-4%,-12%,1%,-2%

More entries follow:
structure,JMJD2E inh,SMN2 splice up,ALDH1A1 block,RGS12 GoLoco inh,GLA spleen mod,GAA inh,GAA glycogen mod,GAA spleen mod
CCN(CC(=O)Nc1ccc(OC(F)F)cc1)C1CCCCC1,5%,-3%,?,24%,8%,-9%,-11%,8%
Cc1ccc2nc(-c3ccccc3)c(CN3CCN(c4ccccc4F)CC3)n2c1,?,-18%,?,10%,2%,-6%,9%,·
O=C(NCc1ccc(Cl)cc1)C(=O)NCC1OCCN1C(=O)c1ccc(Cl)cc1 (configuration not stated),5%,-8%,8%,6%,-14%,5%,9%,1%
CCCCNC(=O)C(c1ccc(OCC(=O)OC)c(C(=O)OC)c1)N(CCc1c[nH]c2ccccc12)C(=O)CCCCCN1C(=O)NC(c2ccc(-c3ccccc3)cc2)C(C(=O)OCc2ccccc2)=C1C (configuration not stated),?,·,·,12%,-1%,·,6%,5%
COc1ccc([N+](=O)[O-])cc1NC(=O)CSc1nc(C)cc(C)n1,1%,-17%,?,-2%,-2%,4%,-3%,4%
COC(=O)[C@H]1C[C@@H]1[C@H](NC(=O)OCc1ccccc1)c1ccccc1,1%&3%,8%&-4%,?,2%&1%,-21%&-1%,-3%,0%,-4%&1%
